# From PubChem BioAssay
# OXTR agonist: human OXTR agonists, primary screen, fluorescence, CHO-OTR cells, Fluo-8 calcium | Oxytocin receptor (Homo sapiens), P30559 | Fluo-8 calcium fluorescence; normalized: DMSO 0%, oxytocin 100% | activation, % at 3 µM | hit rate 0.32% among 320,000;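 active = activation above the mean of all tested compounds plus 3 SD, cutoff set per screening run, cut at about 20% in these data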;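 also: peak over basal fluorescence ratio from a 100 s FLIPR kinetic read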
# CHO parental Ca: ATP-evoked calcium signal inhibitors, parental CHO, primary screen, counter-screen for OX1R antagonist project, cell-based, fluorescence, Fluo-8 calcium dye. inhibition, % at 5.6 µM. parental CHO-K1, ATP-induced calcium, Fluo-8 fluorescence. hit rate 0.63% among 330,000;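 active = inhibition above that plate's mean sample inhibition plus 3 SD, cut at about 26% in these data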;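 also: 0% = ATP-challenged DMSO wells and 100% = DMSO wells without ATP; some compounds past the cut are filed as inactive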
#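 test system = CHO parental line | reagent = ATP stimulus | measured by = intracellular calcium via Fluo-8 no-wash fluorescent dye | control set = ATP and no-ATP DMSO wells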
# CHO-K1 Ca ag: counter-screen for M1 agonists: effect in parental CHO-K1 cells | Fluo-8 calcium fluorescence; scaled to maximal ATP response, vehicle zero | activation, % at 3 µM | hit rate 0.48% among 360,000 | AID 602248, 2012; in the data active = activation above about 15%;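 also: untransfected CHO-K1 host cells lacking M1 receptor as counterscreen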
# CHO-K1 Ca antag: M1 antagonist counterscreen hit in parental CHO-K1 cells; inhibition, % at 3 µM; AID 602250; hit rate 0.6% among 360,000; ATP-induced calcium, Fluo-8 fluorescence;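 active = inhibition above a per-plate cutoff, the plate's mean sample inhibition plus 3 SD, cut at about 24% in these data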;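 also: 0% = DMSO plus EC80 ATP and 100% = DMSO alone without ATP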
# OXTR potentiator: human OXTR potentiators, primary screen, fluorescence, CHO-OTR cells, Fluo-8 calcium | hit rate 0.061% among 320,000 | Oxytocin receptor (Homo sapiens), P30559 | AID 2445, 2010 | activation, % at 3 µM | Fluo-8 calcium fluorescence, potentiator mode; 0% = oxytocin EC15, 100% = EC100;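 active = activation above that plate's cutoff, the mean activation of tested compounds plus 3 SD, cut at about 6.6% in these data, passing the limit was not always enough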;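 also: 100% uses oxytocin at 75 nM as the full agonist control; some results filed as inactive read as strong as hits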
#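 Measured by – Fluo-8 calcium dye fluorescence · Test system – human OTR in CHO cells · Dosing – one concentration, 3.0 µM compound · Controls – EC15 oxytocin alone as 0%, 75 nM oxytocin as 100% · Evaluation – normalized max/min fluorescence ratio, % activation · Timing – 6 min pre-incubation, 100 s read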
# V1aR counter: agonists of human V1a receptor, primary screen, counter-screen for OXTR agonist project, fluorescence, CHO-V1R cells. Vasopressin V1a receptor (Homo sapiens), P37288. Fluo-8 calcium fluorescence, agonist mode; 0% DMSO, 100% 3 nM vasopressin. activation, % at 3 µM. hit rate 0.25% among 320,000;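 active = activation above the mean activation of all tested compounds plus 3 SD, per screening run, cut at about 20% in these data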;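 also: signal is peak over basal fluorescence ratio across a 100 second FLIPR read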
# Target sequence (P37288 whole entry, looked up): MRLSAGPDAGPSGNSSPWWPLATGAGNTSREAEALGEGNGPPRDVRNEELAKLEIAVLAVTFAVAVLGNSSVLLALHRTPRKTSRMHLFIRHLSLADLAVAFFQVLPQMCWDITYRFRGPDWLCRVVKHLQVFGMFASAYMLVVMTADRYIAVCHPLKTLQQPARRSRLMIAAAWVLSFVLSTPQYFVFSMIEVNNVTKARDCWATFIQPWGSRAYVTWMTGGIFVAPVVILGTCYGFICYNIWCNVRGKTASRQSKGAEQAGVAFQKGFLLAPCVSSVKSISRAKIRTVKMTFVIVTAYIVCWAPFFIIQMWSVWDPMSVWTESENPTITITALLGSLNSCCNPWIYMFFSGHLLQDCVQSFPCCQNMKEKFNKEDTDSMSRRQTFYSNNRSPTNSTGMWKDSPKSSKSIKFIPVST
# TAAR1 antagonist: human TAAR1 antagonists, primary screen, Fluo-8 calcium fluorescence, CHO RD-HGA16 cells; hit rate 1.5% among 360,000; AID 624466, 2012; Trace amine-associated receptor 1 (Homo sapiens), Q96RJ0; antagonist; inhibition, % at 3 µM;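 active = inhibition above a per-plate cutoff, the mean inhibition of test compounds on that plate plus 3 SD, cut at about 49% in these data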;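 also: 0% = DMSO plus EC80 beta-PEA response and 100% = DMSO alone without agonist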
# Target sequence (Q96RJ0 whole entry, looked up): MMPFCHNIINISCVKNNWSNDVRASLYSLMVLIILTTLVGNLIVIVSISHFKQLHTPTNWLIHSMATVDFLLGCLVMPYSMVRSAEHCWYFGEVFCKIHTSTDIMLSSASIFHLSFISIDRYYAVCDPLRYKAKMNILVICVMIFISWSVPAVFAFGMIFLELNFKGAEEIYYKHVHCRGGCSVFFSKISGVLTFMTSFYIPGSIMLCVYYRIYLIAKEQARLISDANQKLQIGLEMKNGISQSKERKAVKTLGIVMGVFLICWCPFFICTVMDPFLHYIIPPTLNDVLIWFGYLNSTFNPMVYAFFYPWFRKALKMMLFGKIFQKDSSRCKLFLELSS
#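 Assay system: CHO-derived RD-HGA16 cells stably expressing human TAAR1 plus Gα16. Timing: 140 s kinetic read after compound, 140 s after agonist. Technique: kinetic Fluo-8 calcium fluorescence measurement. Measure: % inhibition of agonist calcium response.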
# GPR7 antag: GPR7 receptor antagonists, primary screen, cell-based, fluorescence, single concentration; Neuropeptides B/W receptor type 1 (Homo sapiens), P48145; GPR7-expressing cells, fluorescence antagonist assay; inhibition, % at 4.4 µM; hit rate 1.1% among 290,000; AID 1861, 2009; in the data active = inhibition above about 16%, passing the limit was not always enough;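 also: cells stimulated with the agonist NPW; 0% = agonist with vehicle and 100% = vehicle without agonist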
# Target sequence (P48145 whole entry, looked up): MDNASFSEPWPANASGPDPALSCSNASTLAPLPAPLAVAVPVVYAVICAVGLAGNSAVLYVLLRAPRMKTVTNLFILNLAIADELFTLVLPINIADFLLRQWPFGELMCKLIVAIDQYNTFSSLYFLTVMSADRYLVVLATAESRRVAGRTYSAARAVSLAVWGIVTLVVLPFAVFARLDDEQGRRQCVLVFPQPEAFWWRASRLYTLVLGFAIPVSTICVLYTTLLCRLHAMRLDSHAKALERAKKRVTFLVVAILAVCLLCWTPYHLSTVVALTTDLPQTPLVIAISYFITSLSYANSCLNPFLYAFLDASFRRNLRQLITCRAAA
# M1 PAM parental: nonselective calcium activators in parental CHO-K1 cells, primary screen, counter-screen for M1 PAM project, cell-based, Fluo-8 calcium fluorescence, full deck, 1536-well | ATP EC20; 0% at ATP EC20, 100% at ATP max | activation, % at 3 µM | hit rate 0.02% among 360,000 | AID 602247, 2012;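 active = activation above the run cutoff, the mean activation of all test compounds plus 3 SD, cut at about 40% in these data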;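 also: peak over basal fluorescence ratio in a 140 s read after ATP addition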
# Starred values were filed as active, the others as inactive; . = not tested or not shown.
SMILES,OXTR agonist,CHO parental Ca,CHO-K1 Ca ag,CHO-K1 Ca antag,OXTR potentiator,V1aR counter,TAAR1 antagonist,GPR7 antag,M1 PAM parental
O=C(CSc1ncc(-c2ccc(F)cc2)[nH]1)NCc1ccco1,-0.4,-13,0.2,-9,4,-0.1,-4,-4,13
CC(C)n1c(SCC(=O)NCc2ccco2)nnc1C1CC1,0.6,5,0.7,-6,2,0.3,-1,-3,2
CCN(CC)S(=O)(=O)c1cccc(C(=O)Nc2nc3cc4c(cc3s2)OCCO4)c1,0.3,8,6.8,-1,-9,2.0,52*,-2,-12
Cc1ccc(S(=O)(=O)N(C)c2ccc(C(=O)NCCc3ccccc3)cc2)cc1,-0.3,-4,0.7,-12,3,2.7,-3,2,-13
COc1ccc(S(=O)(=O)N(C)C2CCS(=O)(=O)C2)cc1OC (stereo not drawn),-0.3,12,-0.1,19,1,-0.4,12,-4,-11
N=c1c(C(=O)NCC2CCCO2)cc2c(=O)n3ccccc3nc2n1Cc1ccc(Cl)cc1 (stereo not drawn),-0.9,-3,2.4,-9,-10,-0.8,-29,14,3
CCOc1ccc(N2C(=O)/C(=C/c3ccco3)N(C)C2=S)cc1,-0.4,-9,-1.0,27*,3,0.4,3,-3,-17
C/C=C/C(=O)N1CC2(CC(c3cccc(NC(=O)COc4ccc(Cl)cc4)c3)=NO2)C[C@@H]1C(N)=O (stereo partly drawn),-0.9,-12,0.4,-12,-15,0.5,13,.,10
Cc1ccc(C)c(N2CCN(C(=O)Cn3ncn4cccc4c3=O)CC2)c1,3.5,13,3.8,-3,-10,9.2,-11,-4,7
CCCC(=O)N1CC(=O)Nc2ccc(C)cc2C1c1ccccc1 (stereo not drawn),-1.1,25,0.1,-8,0,-0.3,-1,-17,-6
CCC(=O)NC(Nc1c(C)n(C)n(-c2ccccc2)c1=O)C(Cl)(Cl)Cl (stereo not drawn),3.7,-6,-0.1,-2,-3,1.0,2,4,-2
Nc1nc(NCCN2CCOCC2)nc(NCc2ccccc2)c1[N+](=O)[O-],0.8,-17,3.2,-11,-4,1.5,-12,-23,16
O=C(Nc1nnc(C(F)(F)F)s1)c1ccc(Br)s1,19,26*,13,3,-8,9.2,-24,5,-13
COc1ccc(OC)c(NC(=S)NC(=O)c2ccc(Br)o2)c1,-0.9,-13,0.8,-12,-8,-0.4,-12,-19,16
Cc1cc(C)cc(N(CCC#N)C(=O)COC(=O)C2CCN(c3ccc(C(F)(F)F)cn3)CC2)c1,0.1,-28,-0.8,6,-8,-0.4,-44,.,-7
O=C(Cc1ccccc1)Nc1nnc(SCC(=O)NC2CCCC2)s1,1.1,-10,4.9,-4,-3,1.5,-18,-7,-8
C=CCn1c(=O)[nH]c2cc(C(=O)N3CC=C(c4ccccc4)CC3)ccc2c1=O,-1.6,-19,-0.4,-6,3,0.1,-19,-11,5
Cc1c(NC2=NC3(CCCCC3)Cc3ccccc32)c(=O)n(-c2ccccc2)n1C,-1.1,-4,-0.5,11,-8,0.2,-10,-4,-4
O=C(NCCCc1ccncc1)C1CCC(=O)N(Cc2ccc(Cl)cc2)C1 (stereo not drawn),0.6,-7,0.8,-10,-5,0.1,3,-4,16
Cc1nn(CC2CC2)c(=O)n1N(C)c1ncc(C(F)(F)F)cc1Cl,0.7,-8,1.1,-14,1,-0.7,-16,0,18

# One compound at a time, from the list above.
# Entry for CCC(=O)NC(Nc1c(C)n(C)n(-c2ccccc2)c1=O)C(Cl)(Cl)Cl (stereo not drawn) : OXTR agonist = 3.7; CHO parental Ca = -6; CHO-K1 Ca ag = -0.1; CHO-K1 Ca antag = -2; OXTR potentiator = -3; V1aR counter = 1.0; TAAR1 antagonist = 2; GPR7 antag = 4; M1 PAM parental = -2
# Entry for Cc1nn(CC2CC2)c(=O)n1N(C)c1ncc(C(F)(F)F)cc1Cl : OXTR agonist = 0.7; CHO parental Ca = -8; CHO-K1 Ca ag = 1.1; CHO-K1 Ca antag = -14; OXTR potentiator = 1; V1aR counter = -0.7; TAAR1 antagonist = -16; GPR7 antag = 0; M1 PAM parental = 18

# The list goes on.
SMILES,OXTR agonist,CHO parental Ca,CHO-K1 Ca ag,CHO-K1 Ca antag,OXTR potentiator,V1aR counter,TAAR1 antagonist,GPR7 antag,M1 PAM parental
O=C1c2cccc3cccc(c23)C(=O)N1c1cccnc1,-0.1,-15,0.2,-25,-2,0.8,-27,-12,24
N/C(=N\OC(=O)c1ccccc1Br)c1cccc([N+](=O)[O-])c1,0.1,-3,-0.2,-12,-7,0.9,18,0,10
COc1ccc(Cl)cc1NC(=O)c1c(-c2ccccc2)noc1C,1.1,-17,2.5,-1,-14,1.2,-4,-1,12
CC(C)C[C@@H](C(=O)N[C@@H](C(=O)O)c1ccccc1)N1C(=O)N2CCc3c([nH]c4ccccc34)[C@@]2(C)C1=O,-0.7,-13,0.1,-3,-6,0.2,-21,-10,15
CN([C@@H](Cc1ccc(OS(=O)(=O)c2cccc3cnccc23)cc1)C(=O)N1CCN(c2ccccc2)CC1)S(=O)(=O)c1cccc2cnccc12,-1.4,-13,2.6,14,-8,-0.2,.,-5,1
Cc1ccc(N2C(=O)[C@@H]3[C@H](C2=O)C2c4ccccc4C=CN2[C@@H]3C(=O)c2ccco2)c(C)c1 (stereo partly drawn),0.7,-21,0.5,-4,-4,0.7,2,-4,17
Cc1nc(SCc2ccccc2C)n[nH]1,-1.4,-2,1.5,2,-9,-0.1,-12,-1,6
O=C(COC(=O)c1ccc(Br)o1)NCc1ccc2c(c1)OCO2,0.0,-5,-0.1,-16,0,1.4,-21,.,11
COc1nc(N)nc2c1ncn2C1OC(CO)CC1O (stereo not drawn),.,.,0.7,-12,.,.,-7,.,11
CC(C)Cn1c(-c2ccc(C#N)cc2)nc2c1c(=O)[nH]c(=O)n2CC(C)C,-2.4,-19,1.0,-1,2,-0.9,-8,-5,8
CCC(C)NCCCCOc1ccc(C)cc1[N+](=O)[O-] (stereo not drawn),0.5,-12,0.2,-2,4,-0.1,-16,-9,10
COc1ccc(N2CCN(C(CNC(=O)C(=O)NCc3ccncc3)c3ccco3)CC2)cc1 (stereo not drawn),-0.8,-8,1.4,-11,-3,0.9,-19,2,25
CC(=O)c1cccc(NC(=O)COC(=O)c2ccccn2)c1,0.4,-10,1.2,-10,-6,0.1,2,-15,20
COC(=O)C1=NN(c2cccc(C)c2)C2C(=O)N(c3ccccc3OC)C(=O)C12 (stereo not drawn),-0.4,-16,1.4,-12,-5,9.7,-19,-6,26
CCCOc1ccc(C(=O)NCCCn2ccnc2)cc1,-1.5,0,-0.2,7,-15,0.1,-9,3,-3
Cc1cccc(CSCc2ccc(C(=O)O)o2)c1,0.3,1,2.3,-6,-4,0.5,-6,8,12
N=C1/C(=C\c2ccc(OC(=O)c3ccco3)cc2)C(=O)N=C2SC(N3CCCCC3)=NN12,-1.2,-7,-0.5,9,-7,0.0,-48,10,7
O=C(c1ccccc1)c1sc(Nc2ccc3c(c2)OCO3)nc1-c1ccccc1,.,.,1.4,-13,.,.,35,.,3
CCCCN1CC(C(=O)NC2CCCCC2)CC1=O (stereo not drawn),1.0,-5,0.0,6,0,0.7,-26,-9,-3
COc1cc(NC(=O)CCc2nnc3ccc(N4CCOCC4)nn23)cc(OC)c1OC,-1.4,-4,0.7,-21,-20,-0.7,-25,7,23
CC1=C(C(=O)N(C(C)C)C(C)C)CC(CC(=O)NC2CCCC2)C(=O)N1Cc1ccccc1 (stereo not drawn),.,.,-0.2,-11,.,.,-15,.,4
CCOC(=O)c1cnc2nc(COc3ccccc3)[nH]n2c1=O,2.9,1,4.0,0,-8,3.7,1,-14,6
CCOc1ccc(N=C2NC(=O)S/C2=C\c2ccc(O)cc2)cc1,1.0,10,0.9,-3,-1,0.4,4,5,15
Cc1c(Cl)cccc1NC(=O)CSc1nc(=O)n(CCCN2CCOCC2)c2c1CCCC2,.,.,0.7,-12,.,.,1,.,-6
COc1cc2c(cc1OC)CN(c1nc(CN3CCOCC3)nc3sc4c(c13)CCCC4)CC2,-1.6,-27,1.8,1,1,0.1,20,-6,-2
C=CCN(CC=C)C(=S)NC(=O)Cc1cccc2ccccc12,-2.8,-9,-1.2,10,-4,8.3,4,-9,6
COc1ccc(C(O)c2ncc(-c3ccccc3Cl)[nH]2)cc1 (stereo not drawn),.,.,0.9,-4,.,.,-19,.,2
CCOc1c(Cl)cc(CNCc2ccncc2)cc1OC,6.2,-15,6.6,-20,3,4.0,-19,-2,8
COc1cccc(CN2CC(C(=O)NCCCc3ccncc3)CCC2=O)c1 (stereo not drawn),.,.,-0.4,1,.,.,-16,-7,-3
Cn1cccc1C(=O)OCc1cc(Cl)cc2c1OCOC2,-2.3,-12,-0.1,7,2,0.1,-15,-2,-2
FC(F)(F)c1cnc(Nc2ccc(N3CCOCC3)cc2)c(Cl)c1,-0.4,-24,0.5,-7,-14,-0.8,-8,2,12
COc1ccccc1C1=CC(=O)C[C@H](c2ccc(F)cc2)C1,-1.7,-23,-0.5,-8,-4,-1.0,30,.,13
CC(C)CCN(C(=O)Cc1ccccc1F)c1c(N)n(Cc2ccccc2)c(=O)[nH]c1=O,-0.9,-12,1.8,-20,-10,0.7,-13,13,24
O=C(Nc1ccc2c(c1)OCO2)c1ccccn1,-0.9,-2,0.0,-11,-4,0.9,-15,.,20
Cc1ccc(SCC(=O)NNC(=O)CNC(=O)c2ccc(Br)cc2)cc1,-0.8,-19,0.1,-2,-1,-0.8,-31,.,-3
Cc1ccc(S(=O)(=O)NCCC(=O)Nc2ncccc2O)cc1C,-1.4,2,5.0,-3,-6,-1.2,-16,.,22
CCOc1ccccc1NS(=O)(=O)c1cn(C)c(=O)n(C)c1=O,0.8,4,.,.,0,-0.1,.,9,.
CNC(=O)c1sccc1Oc1ccc(F)cc1[N+](=O)[O-],0.5,-4,1.0,-11,-4,2.1,3,14,23
C=CCC[C@@H](Cc1ccc(F)cc1)C(=O)OC[C@H](C)NC(=O)[C@H](CC=C)CC(=O)N(CCO)Cc1ccccc1,0.5,-8,5.2,-3,-10,-0.3,71*,.,2
CCc1nc2ccc(C(=O)Nc3cccc(OCC(=O)N(C)C)c3)cn2c1N(C)Cc1ccc(N(C)C)cc1,.,.,3.0,-17,.,.,41,.,2
Cc1cc(NC(=O)c2ccc(F)cc2)no1,-1.0,-6,0.8,-12,-7,0.5,16,-6,7
